# Compound activity: PubChem, National Center for Advancing Translational Sciences (NCATS)
# USP1 inh: Inhibitors of USP1/UAF1: Primary Screen; actives 0.23% (n = 390,000); recombinant USP1/UAF1, Ub-Rhodamine cleavage fluorescence; Potency, µM (top dose mostly 57.1 µM), without a hit: at the top dose activity change, negative = inhibition, usual class: inhibitors; further: potency means the concentration at half of the fitted maximal effect; on the % scale 0 is the no-effect control and ±100 the full control effect; nearly all actives have a fitted effect of over 60% in size; inactives centre near -12
#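 In this screen, compounds sit with the deubiquitinase complex (1nM) for 15 min at room temperature before Ub-Rho is added at 150nM final. Fluorescence rise is then followed for 6 reads every 60 seconds.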
# Vif-A3F inh: qHTS for Inhibitors of Vif-A3F Interactions: qHTS; HeLa A3F-eYFP + Vif (tagged APOBEC3F with the HIV-1 protein that degrades it), YFP fluorescence increase; Potency, µM (top dose mostly 46.1 µM), for inactives: at the highest dose activity, negative = active; actives 0.2% (n = 390,000); AID 602313, 2012; further: potency means the concentration at half of the fitted maximal effect; % of control where 0% means no effect; nearly all actives have a fitted effect of over 65% in size
#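 Fluorescence increase (Ex 488/Em 500-530) after overnight compound treatment at 37 deg C flags inhibition of Vif-driven A3F-eYFP loss in stable HeLa A3F-eYFP/Vif cells seeded overnight beforehand.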
# Glioma ERSR ind: qHTS for Inducers of the Endoplasmic Reticulum Stress Response (ERSR) in Human Glioma: qHTS; Potency, µM, for inactives: at the top dose activation, actives largely listed as activators; U87-MG GRP78 promoter luciferase reporter, 16 h; actives 0.02% (n = 420,000); further: potency means the concentration at half of the fitted maximal effect; series mostly up to about 76 µM; % of control where 0% means no effect; nearly all actives have a fitted effect of over 35% in size
#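 ERSR induction read as luciferase luminescence (Bright-Glo, 10 min at room temperature) in stably transfected human U87-MG glioma cells exposed to compounds for 16 h, using GRP78 as sensor.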
# PI4K2A block: qHTS for small molecular inhibitors of PI4K2A; purified PI4K2A, ADP-Glo luminescence, 1 h; hits give low values; activity change, negative = inhibition, % at 76.9 µM; actives 0.13% (n = 420,000); AID 1346378, 2018; in the data active means activity change below about -50%; inconclusive means mostly about -30% to -49%;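 further: -100% = wells without enzyme as full effect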
# Target sequence (Q9BTU6 whole entry, looked up): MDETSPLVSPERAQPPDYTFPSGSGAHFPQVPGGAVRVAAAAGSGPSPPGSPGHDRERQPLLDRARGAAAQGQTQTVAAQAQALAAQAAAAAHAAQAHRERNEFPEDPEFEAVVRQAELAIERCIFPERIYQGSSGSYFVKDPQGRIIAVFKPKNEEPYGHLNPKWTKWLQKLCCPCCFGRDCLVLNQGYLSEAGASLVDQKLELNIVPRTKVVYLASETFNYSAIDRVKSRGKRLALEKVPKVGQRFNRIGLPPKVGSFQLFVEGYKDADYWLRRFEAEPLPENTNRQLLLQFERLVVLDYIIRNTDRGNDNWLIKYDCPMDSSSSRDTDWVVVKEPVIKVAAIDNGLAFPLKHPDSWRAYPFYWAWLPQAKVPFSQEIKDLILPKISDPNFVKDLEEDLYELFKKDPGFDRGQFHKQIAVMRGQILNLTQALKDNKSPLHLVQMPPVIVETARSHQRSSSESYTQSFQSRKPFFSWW
#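 In this quantitative HTS, ADP production by PI4K2A was quantified luminescently after 1 h at ambient temperature; 100 microM adenosine served as plate-quality control.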
# RXFP1 agonist: qHTS Assay for Agonists of the Relaxin Receptor RXFP1 | Relaxin receptor 1 (Homo sapiens), Q9HBX9 | HEK293T-RXFP1 cAMP TR-FRET, 30 min; response scale: percent of porcine relaxin response, buffer zero | Potency, µM (top dose mostly 57.5 µM), for inactives: at the highest dose activation, most hits filed as activators | actives 0.3% (n = 370,000) | AID 2676, 2010; further: potency means the concentration at half of the fitted maximal effect; on the % scale 0 is the no-effect control and ±100 the full control effect; nearly all actives have a fitted effect of over 60% in size; many of its hits are not listed in these tables
#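 HEK293 cells stably expressing RXFP1, treated 30 min at 37C with compounds plus PDE4 inhibitor Ro 20174; cAMP measured by HTRF TR-FRET. Normalized to buffer and 29 nM porcine relaxin; EC50 by Hill fit.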
# IDH1 R132H inh: qHTS for Inhibitors of mutant isocitrate dehydrogenase 1 (IDH1): qHTS; Isocitrate dehydrogenase [NADP] cytoplasmic (Homo sapiens), O75874; Potency, µM (titrated, usually from 76.6 µM), for the others: top-dose activity change, negative = inhibition, usual class: inhibitors; actives 0.093% (n = 390,000); IDH1-R132H enzyme, NADPH consumption, diaphorase/resazurin fluorescence; further: potency means the concentration at half of the fitted maximal effect; on the % scale 0 is the no-effect control and ±100 the full control effect; nearly all actives have a fitted effect of over 65% in size
# Target sequence (O75874 whole entry R132H, stated change not applied): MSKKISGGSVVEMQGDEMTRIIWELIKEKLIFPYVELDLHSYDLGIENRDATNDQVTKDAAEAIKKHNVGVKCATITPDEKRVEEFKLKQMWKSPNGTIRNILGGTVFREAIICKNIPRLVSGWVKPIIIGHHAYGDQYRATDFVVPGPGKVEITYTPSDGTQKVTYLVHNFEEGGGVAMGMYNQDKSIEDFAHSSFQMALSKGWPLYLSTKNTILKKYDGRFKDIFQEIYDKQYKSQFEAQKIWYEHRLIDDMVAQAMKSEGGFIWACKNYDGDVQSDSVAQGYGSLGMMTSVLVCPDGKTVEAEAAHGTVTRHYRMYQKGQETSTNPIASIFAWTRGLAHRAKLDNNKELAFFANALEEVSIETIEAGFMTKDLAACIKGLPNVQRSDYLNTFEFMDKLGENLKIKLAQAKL
#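 IDH1-R132H (0.5 ug/mL dispensed) in pH 7.5 Tris buffer was preincubated 30 min with compound, then given a substrate mix of 0.016 mM NADPH and 2 mM alpha-KG for 80 min at room temperature; remaining NADPH was read by diaphorase/resazurin fluorescence.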
# Vif-A3G inh: qHTS for Inhibitors of Vif-A3G Interactions: qHTS. actives 0.076% (n = 410,000). Potency, µM (highest dose often 46.1 µM), inactives show at the highest dose activity, negative = active, actives largely listed as inhibitors. HeLa A3G-eYFP + Vif (tagged APOBEC3G with the HIV-1 protein that degrades it), YFP fluorescence, overnight;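 further: potency means the concentration at half of the fitted maximal effect; on the % scale 0 is the no-effect control and ±100 the full control effect; nearly all actives have a fitted effect of over 60% in size; hits raise eYFP signal because A3G escapes Vif-driven loss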
#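 Read-out is eYFP fluorescence (Ex 488/Em 500-530) from Vif-expressing HeLa A3G-eYFP cells; more signal means A3G escaped Vif-mediated degradation. Cells plated overnight, compound pinned in, incubated overnight at 37 deg C.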
# LDHA inh: qHTS assay for inhibitors of human lactate dehydrogenase; L-lactate dehydrogenase A chain (Homo sapiens), P00338; purified LDHA, NADH/diaphorase-resazurin fluorescence; hits give low values; activity change, % (values are at about 110 or 230 µM); actives 0.15% (n = 480,000); AID 1347041, 2019; in the data active means activity change below about -30%; inconclusive means mostly about -25% to -30%;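 further: plate controls were DMSO wells for no effect and wells without enzyme for full effect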
#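 Human LDH5 (2 nM) was incubated with 0.06 mM NADH and 0.2 mM pyruvate for 5 min at room temperature in Tris pH 7.4. Remaining NADH was coupled through diaphorase/resazurin, and resorufin fluorescence was read at 0 and 20 min.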
# TrxR1 substrate: qHTS Assay for Substrates of Mammalian Selenoprotein Thioredoxin Reductase 1 (TrxR1): qHTS. purified TrxR1 substrate turnover, NADPH consumption readout. Potency, µM (titrated, usually from 114 µM), for the others: at the highest dose activity change, negative = substrate turnover. actives 0.01% (n = 390,000). AID 588456, 2011; further: potency means the concentration at half of the fitted maximal effect; on the % scale 0 is the no-effect control and ±100 the full control effect; nearly all actives have a fitted effect of over 50% in size
#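 Rat TrxR1, dispensed at 90 nM, was prereduced with 400 uM NADPH (final) for 5 min at ~22 deg C, then incubated with compound 15 min before 400 uM selenite. A first-read NADPH fluorescence drop versus no-compound background flagged substrates.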
# * = called active by the depositor; ? = inconclusive; . = no result given; [ ] = remark or other dose. Unless noted, the call rests on the fitted dose curve; in most records, active means well fitted curve in the direction sought with a large enough effect; inconclusive means small, poorly fitted or top-dose-only effect, or another doubt; inactive means no such curve, though single readings can be large; an effect the other way counts as inactive or inconclusive. The list is partial; the hit share may differ from the screen's.
nr	compound	USP1 inh	Vif-A3F inh	Glioma ERSR ind	PI4K2A block	RXFP1 agonist
1	CC(=O)c1c(C)[nH]c(C(=O)OCC(=O)Nc2ccc3[nH]c(=O)[nH]c3c2)c1C	-25%	-4%	-7%	2	-0.2%
2	COc1ccc(S(=O)(=O)NCc2ccccc2Cl)cc1OC	-15%	1%	-2%	-1	-0.1%
3	O=C(NC(c1ccc(Cl)cc1)c1cnccn1)C1CCN(Cc2ccccc2)CC1 (configuration not stated)	.	.	-1%	0	.
4	CN1CCN(c2nc(-c3cccnc3)nc3scc(-c4ccccc4)c23)CC1	-16%	-16%	-1%	3	-3.4%
5	COc1ccc(NC(=O)CN(C)C(=O)C2CC(=O)N(c3ccc4c(c3)OCCO4)C2)cc1 (configuration not stated)	-5%	2%	-4%	-1	0.2%
6	CCN(CC(=O)Nc1ccc(NC(C)=O)cc1)C(=O)C1CC(=O)N(Cc2ccc(C)cc2)C1 (configuration not stated)	-5%	-14%	-5%	-5	-1.2%
7	O=C(Nc1ccc(Cl)cc1)c1ccc2c(c1)OCO2	-15%	4%	-7%	-1	0.0%
8	CCCCc1ccc(NC(=O)CSc2nc(=O)n3cc(C)ccc3n2)cc1	-10%	3%	-1%	0	1.7%
9	COc1ccc(O)c(C(=O)c2cnc3onc(C)c3c2)c1	-2%	.	1%	-1	2.3%
10	CCN(c1ccc(NC(=O)COC(=O)CCC(=O)c2ccc(F)cc2)cc1)C(C)C	-22%	4%	-3%	-2	-3.9%
11	CCCc1cc(NCCCN2CCOCC2)n2c(nc3ccccc32)c1C#N	-11%	.	-4%	9	17%
12	COc1ccc(N2C(=O)c3ccccc3NC23CCCC3)cc1	3%	-9%	-6%	-10	0.0%

nr	IDH1 R132H inh	Vif-A3G inh	LDHA inh	TrxR1 substrate
1	8%	0%	1	-3%[57.1 µM]
2	1%	4%	-1	1%
3	.	-1%	-11	.
4	3%	-1%	1	-9%[57.1 µM]
5	2%	2%	-9	-10%
6	6%	-4%	1	4%
7	10%	0%	-8	1%
8	-5%	-4%	-10	-3%[57.1 µM]
9	5%	-6%	1	-5%
10	3%	0%	5	-4%
11	1%	-1%	-2	330%[activator]
12	13%	0%	-9	39%

# Reformatted with values under each structure: entries from further up.
# Values in the order – USP1 inh	Vif-A3F inh	Glioma ERSR ind	PI4K2A block	RXFP1 agonist	IDH1 R132H inh	Vif-A3G inh	LDHA inh	TrxR1 substrate
3: O=C(NC(c1ccc(Cl)cc1)c1cnccn1)C1CCN(Cc2ccccc2)CC1 (configuration not stated)
    .	.	-1%	0	.	.	-1%	-11	.
2: COc1ccc(S(=O)(=O)NCc2ccccc2Cl)cc1OC
    -15%	1%	-2%	-1	-0.1%	1%	4%	-1	1%
9: COc1ccc(O)c(C(=O)c2cnc3onc(C)c3c2)c1
    -2%	.	1%	-1	2.3%	5%	-6%	1	-5%
7: O=C(Nc1ccc(Cl)cc1)c1ccc2c(c1)OCO2
    -15%	4%	-7%	-1	0.0%	10%	0%	-8	1%

# The results go on.
nr	compound	USP1 inh	Vif-A3F inh	Glioma ERSR ind	PI4K2A block	RXFP1 agonist
13	O=C1CN(C(=O)CSc2nnnn2C2CC2)c2ccccc2N1	-5%	4%	2%	-5	-0.3%
14	CCOc1ccc(Nc2nnc(-n3nc(C)cc3C)c3ccccc23)cc1	-21%	1%	-1%	-5	2.9%
15	CCc1ccccc1NC(=O)N1CC(C)Sc2ccccc21 (configuration not stated)	-16%	0%	-2%	5	0.4%
16	C=CCn1cc(Cl)c(=O)n(CC=C)c1=O	7%	-5%	-1%	-3	-0.3%
17	COc1ccc(C2=NN(C(=O)CCC(=O)O)C(c3ccc(OC)cc3)C2)cc1 (configuration not stated)	-30%	21%	-1%	-2	0.3%
18	O=c1cc2c(n[nH]1)-c1ccccc1CC2	-19%	0%	1%	-3	-0.9%
19	O=C(CC1CCCCC1)N=C1SC2CS(=O)(=O)CC2N1c1ccccc1 (configuration not stated)	-20%	2%	16%	-1	1.6%
20	CN1CCN(c2ccc(CNC(=O)c3ccc4c(c3)OCCO4)cc2)CC1	-11%	-2%	-10%	-6	-2.2%
21	O=C(Nc1c(-c2ccc(Cl)cc2)[nH][nH]c1=O)c1ccccc1Cl	.	.	-4%	-9	.
22	O=C(c1cc(COc2ccc(F)cc2Cl)on1)N1CCCC(OCc2cccnc2)C1 (configuration not stated)	-13%	0%	-2%	6	-0.3%
23	C=CCOc1ccc(/C=N/NC(=O)CN(c2cc(Cl)ccc2OC)S(=O)(=O)c2ccc(C)c([N+](=O)[O-])c2)cc1	-10%	1%	0%	-1	1.6%
24	O=C1CCCN1CCCNc1nc2c(S(=O)(=O)c3ccc(Br)cc3)nnn2c2ccccc12	-26%	-7%	1%	-1	?

nr	IDH1 R132H inh	Vif-A3G inh	LDHA inh	TrxR1 substrate
13	-22%	2%	1	7%
14	18%	-2%	1	-10%
15	-1%	2%	1	-4%
16	2%	-6%	-4	6%
17	3%	-8%	-1	7%
18	-9%	-8%	-5	2%
19	5%	1%	-3	5%[57.1 µM]
20	7%	1%	-7	2%
21	.	1%	-5	.
22	6%	1%	-5	7%[57.1 µM]
23	1%	0%	-8	-6%
24	-9%	-4%	-10	105%[activator]

# Going on with the list.
nr	compound	USP1 inh	Vif-A3F inh	Glioma ERSR ind	PI4K2A block	RXFP1 agonist
25	CCOc1ccc(NC(=O)CSc2nnc(N)s2)c([N+](=O)[O-])c1	-13%	10%	5%	0	0.1%
26	COc1ncnc2c1ncn2CCCNCc1ccc2c(c1)OCO2	-20%	-8%	-4%	3	.
27	Cc1cc(C)c(S(=O)(=O)NCCc2ccncc2)c(C)c1	-20%	-17%	-4%	0	3.3%
28	CC(=O)Nc1cccc(-c2cn3cccnc3n2)c1	11%	-5%	-2%	0	?
29	CNc1cc(C)nc(-n2nc(C)cc2C)n1	-14%	0%	-4%	2	-0.2%
30	OC(COc1ccccc1)CN1CCN(c2ncccn2)CC1 (configuration not stated)	-1%	-15%	3%	-2	-0.4%
31	O=[N+]([O-])c1ccccc1S(=O)(=O)Nc1ccc(S(=O)(=O)N2CCCC2)cc1	-7%	-3%	-1%	-4	.
32	Cc1ccc(S(=O)(=O)Nc2ccc3cn[nH]c3c2)cc1	-6%	-3%	-1%	-4	-1.8%
33	COCCN(Cc1ccccc1)C(=O)c1c(C)nn(-c2ccccc2)c1C	-19%	-7%	0%	-3	-1.9%
34	Cc1cc(C)c(S(=O)(=O)N/N=C/c2ccc([N+](=O)[O-])o2)c(C)c1	-15%	-24%	-4%	-10	-0.1%
35	O=S(=O)(Nc1nc2ccccc2nc1NCCO)c1cccc(Cl)c1	-1%	3%	4%	0	3.1%
36	COc1cc2ncnc(NCc3cccc(Cl)c3)c2cc1OC	-19%	-7%	-4%	-13	0.9%

nr	IDH1 R132H inh	Vif-A3G inh	LDHA inh	TrxR1 substrate
25	-1%	0%	-2	-6%
26	9%	1%	-3	.
27	0%	1%	0	7%
28	33%	-2%	-3	111%[activator][57.1 µM]
29	1%	1%	-4	11%
30	-3%	-2%	-10	5%
31	-9%	-14%	-1	1%
32	14%	-3%	1	-4%
33	5%	2%	-6	-1%
34	14%	-11%	2	-4%
35	1%	-6%	-9	10%[57.1 µM]
36	-7%	-7%	-1	5%

# Following part:
nr	compound	USP1 inh	Vif-A3F inh	Glioma ERSR ind	PI4K2A block	RXFP1 agonist
37	O=C(CC1N=C2c3ccccc3N=C(SCc3ccc(F)cc3)N2C1=O)NCc1cccs1 (configuration not stated)	-20%	-21%	0%	0	5.6%
38	COc1cccc(/C=C/C(=O)OCC(=O)c2ccccc2)c1OC	-28%	-26%	-10%	-2	.
39	COc1ccc(S(=O)(=O)N2CCCCCC2)cc1C(=O)N(C)Cc1ccc(F)cc1	5%	-12%	-2%	-6	1.2%
40	Cc1ccccc1NS(=O)(=O)c1ccc(C)c(C(=O)N2CCOCC2)c1	-6%	-4%	-1%	1	-0.1%
41	CN(CC1COc2ccccc2O1)C(=S)Nc1ccccc1F (configuration not stated)	-15%	5%	4%	2	0.7%
42	O=C(Cn1cc(C(F)(F)F)cc(Cl)c1=O)NCc1ccccc1	-21%	12%	9%	-13	0.8%
43	O=C(Nc1ccc(C(=O)N2CCCCC2)cc1)C1=CSCCO1	-20%	-11%	-7%	?	1.9%
44	O=S(=O)(c1ccc(NC2CCCCC2)cc1)N1CCOCC1	0%	-1%	-2%	-16	0.4%

nr	IDH1 R132H inh	Vif-A3G inh	LDHA inh	TrxR1 substrate
37	11%	-3%	1	0%[57.1 µM]
38	-1%	4%	-1	20%
39	-1%	1%	-2	-4%
40	0%	-6%	-7	-9%
41	-2%	-1%	-12	5%
42	-5%	-2%	-5	4%
43	-3%	-1%	-1	-3%
44	7%	7%	-2	6%
